Assay outcomes as filed in PubChem.
MEX-5 binding: MEX-5 zinc finger RNA-binding disruptors – biochemical, C. elegans, fluorescence polarization, MLPCN library, primary screen; Zinc finger protein mex-5 (Caenorhabditis elegans), Q9XUB2; MEX-5/FITC-TCR2 RNA binding; stronger effect = lower value; activity score (negative = inhibition of binding), % at 10 µM; 0.38% of 300,000 active;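 active means inhibition past about -25% in most replicates, and total fluorescence under double the plate's negative control median, limit read from the data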;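 further: 0% = DMSO and -100% = 5 µM competing unlabeled TCR2 RNA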
Target sequence (Q9XUB2 whole entry, looked up): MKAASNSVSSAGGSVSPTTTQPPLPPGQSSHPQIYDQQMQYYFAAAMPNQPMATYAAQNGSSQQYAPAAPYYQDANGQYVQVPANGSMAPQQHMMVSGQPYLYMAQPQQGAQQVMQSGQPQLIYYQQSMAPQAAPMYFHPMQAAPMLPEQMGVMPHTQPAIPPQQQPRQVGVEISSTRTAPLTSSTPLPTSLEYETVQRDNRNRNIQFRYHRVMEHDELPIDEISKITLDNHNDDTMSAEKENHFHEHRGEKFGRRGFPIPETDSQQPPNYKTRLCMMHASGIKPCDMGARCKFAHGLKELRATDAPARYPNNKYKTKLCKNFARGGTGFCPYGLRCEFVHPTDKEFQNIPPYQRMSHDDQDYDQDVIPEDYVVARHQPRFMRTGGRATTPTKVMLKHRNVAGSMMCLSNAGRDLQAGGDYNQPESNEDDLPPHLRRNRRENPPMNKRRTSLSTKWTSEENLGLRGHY
EBNA-1 inh: EBNA-1 DNA-binding inhibitors, primary screen, biochemical, fluorescence polarization; inhibition, % at 14.8 µM; 0.34% of 300,000 active; AID 1950, 2009; in the data active means inhibition above about 28%
GLD-1 RNA inh: GLD-1/TGE RNA complex disruptors, primary screen, biochemical, fluorescence polarization. Female germline-specific tumor suppressor gld-1 (Caenorhabditis elegans), Q17339. purified GLD-1 + fluorescein TGE RNA. inhibition, % at 5.96 µM. 0.44% of 320,000 active. AID 2280, 2010;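 active means percent inhibition above a per-plate cutoff, the plate mean of test compounds plus 3 SD, cut at about 30% in these data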;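 further: 0% = DMSO wells with GLD-1 and probe and 100% = wells lacking GLD-1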
Fam108B inh: mouse Fam108B serine hydrolase inhibitors, primary screen, counter-screen for RBBP9 inhibitor project, biochemical, fluorescence polarization. recombinant Fam108B, FP-Rh probe fluorescence polarization. inhibition, % at 9.51 µM. 0.33% of 300,000 active. AID 1947, 2009;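 active means inhibition above the screen mean inhibition plus 3 SD, computed separately per campaign, cut at about 18% in these data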;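 further: inhibitors lower polarization as less probe binds the enzyme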
Efflux pump inh: inhibitors of Candida efflux pumps in yeast, primary screen, S. cerevisiae, Nile Red, multiplex; 0.44% of 330,000 active; AID 485275, 2010; inhibition, % at 10 µM; S. cerevisiae Candida pump triplex;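 active means plate passing quality check with inhibition over a set limit, or well fluorescence over plate mean plus 4 SD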;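 further: Nile Red retained in pooled yeast measured as flow cytometry median fluorescence; 0% = buffer negative control and 100% = Enniatin B positive control; higher means more Nile Red kept so more efflux inhibition; some compounds called inactive have numbers as strong as hits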
ZTA counter: ZTA (EBV) inhibition in EBNA-1 counter-screen | ZTA-DNA binding, fluorescence polarization | 0.15% of 320,000 active | inhibition, % at 11 µM | AID 2234; in the data active means inhibition above about 33%
Target sequence (P03206 whole entry, looked up): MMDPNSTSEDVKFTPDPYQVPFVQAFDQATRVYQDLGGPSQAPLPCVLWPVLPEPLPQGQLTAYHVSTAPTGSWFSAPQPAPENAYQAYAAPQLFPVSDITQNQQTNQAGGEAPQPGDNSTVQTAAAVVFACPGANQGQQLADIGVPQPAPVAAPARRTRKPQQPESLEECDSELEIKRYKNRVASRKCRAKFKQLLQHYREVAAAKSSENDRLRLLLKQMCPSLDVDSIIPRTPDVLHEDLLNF
MCL1-BIM inh: inhibitors of MCL1 binding to BIM-BH3, primary screen, biochemical, fluorescence polarization. inhibition, % at 10.9 µM. GST-MCL1 / FITC-Bim-BH3 fluorescence polarization. 0.68% of 320,000 active. Induced myeloid leukemia cell differentiation protein Mcl-1 (Homo sapiens), Q07820. AID 2057, 2009;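 active means inhibition above the mean inhibition of all tested compounds plus 3 SD, set per campaign, cut at about 40% in these data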;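 further: 0% = DMSO wells and 100% = unlabeled Bim-BH3 peptide control; higher means more loss of mP so more displacement of Bim peptide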
Target sequence (Q07820 whole entry, looked up): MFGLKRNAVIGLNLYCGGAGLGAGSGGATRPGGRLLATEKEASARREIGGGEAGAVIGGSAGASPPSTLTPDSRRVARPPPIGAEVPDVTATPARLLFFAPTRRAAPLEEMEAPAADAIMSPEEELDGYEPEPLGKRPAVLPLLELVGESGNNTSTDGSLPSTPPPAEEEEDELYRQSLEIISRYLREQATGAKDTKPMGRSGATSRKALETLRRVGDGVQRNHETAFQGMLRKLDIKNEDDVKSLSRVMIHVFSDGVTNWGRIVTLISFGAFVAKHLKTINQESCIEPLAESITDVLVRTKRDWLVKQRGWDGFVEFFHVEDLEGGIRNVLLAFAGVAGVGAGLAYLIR
CR mimetic SO: reduction of superoxide in aged yeast, primary screen, HTS. S. cerevisiae aged cells, superoxide DHE fluorescence; stronger effect = lower value. superoxide response (% of plate mean), % at 10 µM. 0.18% of 330,000 active. AID 2690, 2010;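 active means superoxide response under a set limit, about three screen SD below normal, cut at about 65% in these data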;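 further: yeast aged for seven days with compound at 30 °C before DHE staining; 100% = average MFI of all compound-treated wells on the plate with controls excluded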
BCLXL inh: inhibitors of human Bcl-xL, primary screen, biochemical, fluorescence polarization, HTS | Bcl-2-like protein 1 (Homo sapiens), Q07817 | GST-Bcl-xL / FITC-Bim BH3 peptide fluorescence polarization | inhibition, % at 10.9 µM | 0.7% of 320,000 active | AID 2129, 2009;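 active means inhibition above the mean of all tested compounds plus 3 SD, cutoff set per campaign, cut at about 30% in these data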;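 further: 0% = DMSO wells and 100% = unlabeled Bim-BH3 peptide competitor; inhibitors lower millipolarization by displacing the labeled peptide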
* hit, by the source's call; x = not tested or not shown.

entry	SMILES	MEX-5 binding	EBNA-1 inh	GLD-1 RNA inh	Fam108B inh	Efflux pump inh
1	Cc1ccc(C(=O)CNc2cccc(Cl)c2)cc1	-0.2	2	5	3	-0.1
2	C/C(=C/C(=O)N1CCc2ccccc21)C(=O)O	0.6	-3	7	-3	0.1
3	CCOc1ccc(NC(=O)COc2ccc(C(=O)N3CCC(C(N)=O)CC3)cc2OC)cc1	-2.4	2	2	0	-0.1
4	CCOC(=O)c1c(S(=O)(=O)N(C)C2CCCCC2)c(C)n(C)c1C	1.8	-7	2	0	0.0
5	Fc1cccc(NC(=S)NCc2ccccc2Cl)c1	-3.5	-7	-4	-2	-0.1
6	Cc1ccc(/C=C/C(=O)O)cc1S(=O)(=O)NCCCO	0.4	3	11	-2	-0.1
7	COc1ccc(-n2cc(CN3CCC(OC)CC3)c(-c3cccc(F)c3)n2)cc1	-1.5	-3	5	1	-0.1
8	N#CCCN(C(=O)COC(=O)CNC(=O)C12CC3CC(CC(C3)C1)C2)c1ccccc1	2.6	-2	5	-4	0.1
9	Cc1cc(C)cc(N(CCC#N)C(=O)CN2C(=O)NC3(CCCC3)C2=O)c1	-0.1	6	-1	-1	-0.1
10	CC(=O)Nc1cccc(NC(=O)C2CCCN2C(=O)Nc2cccc(F)c2)c1 (stereo not drawn)	-2.6	3	1	3	-0.1
11	Cc1cc(Oc2ccccc2)nc(SCC(=O)Nc2ccc(Cl)cc2Cl)n1	1.1	6	0	2	-0.1
12	Cc1cccc(N(Cc2ccccc2)C(=O)c2ccccc2S(C)(=O)=O)c1	-0.6	4	-1	2	-0.7

entry	ZTA counter	MCL1-BIM inh	CR mimetic SO	BCLXL inh
1	7	5	99	7
2	-8	5	96	7
3	-11	-5	95	4
4	-9	5	93	8
5	-11	4	109	1
6	-29	5	116	6
7	-14	-1	81	1
8	23	-8	94	3
9	7	-6	100	-3
10	10	1	96	4
11	-2	5	90	2
12	11	5	97	3

Next part, overlapping the part above by 3 compounds.
entry	SMILES	MEX-5 binding	EBNA-1 inh	GLD-1 RNA inh	Fam108B inh	Efflux pump inh
10	CC(=O)Nc1cccc(NC(=O)C2CCCN2C(=O)Nc2cccc(F)c2)c1 (stereo not drawn)	-2.6	3	1	3	-0.1
11	Cc1cc(Oc2ccccc2)nc(SCC(=O)Nc2ccc(Cl)cc2Cl)n1	1.1	6	0	2	-0.1
12	Cc1cccc(N(Cc2ccccc2)C(=O)c2ccccc2S(C)(=O)=O)c1	-0.6	4	-1	2	-0.7
13	COc1ccc(Br)cc1C(=O)NC(=S)Nc1c(C)n(C)n(-c2ccccc2)c1=O	2.1	0	2	-3	0.1
14	COc1cc(NC(=O)Cc2cccs2)c(C(=O)O)cc1OC	-0.1	9	6	-2	0.1
15	CN1CCN(CC(O)COc2ccc(S(=O)(=O)N3CCOCC3)cc2)CC1 (stereo not drawn)	x	x	3	x	0.1
16	CC(C)C(=O)Nc1ccc(NC(=O)c2ccc3c(c2)OCO3)cc1	0.7	9	-3	-5	0.0
17	CC(=O)Nc1ccccc1C(=O)C(=O)Nc1ccccc1	-0.6	-18	7	-2	0.6
18	CSCCC(NS(=O)(=O)c1cc(C(=O)O)ccc1Cl)C(=O)O (stereo not drawn)	3.9	-1	-2	5	-0.1
19	Cc1cccc(C)c1NC(=O)CN(C)C(=O)/C=C/c1cccs1	0.0	-1	8	1	-0.1
20	Cc1nn(C)c(C)c1/C=C/C(=O)O	0.9	-10	4	0	0.5
21	Cc1c(Cl)cccc1NC(=S)Nc1ccc2[nH]c(=O)[nH]c2c1	-2.6	0	3	14	0.0
22	Cc1cc(C)n2c(nc3ccccc32)c1C(=O)NN	8.5	0	7	0	0.0
23	CC(C)CCNC(=O)CNC(=S)N(CCCN1CCOCC1)Cc1cccs1	0.4	8	-3	5	0.1
24	CC1CCN(Cc2c(C(=O)N/N=C/c3ccc(C(F)(F)F)cc3)nnn2-c2nonc2N)CC1	-1.7	-2	-2	-4	-0.4

entry	ZTA counter	MCL1-BIM inh	CR mimetic SO	BCLXL inh
10	10	1	96	4
11	-2	5	90	2
12	11	5	97	3
13	0	5	85	5
14	-2	10	91	3
15	-3	-2	102	2
16	8	0	104	1
17	-5	0	100	-2
18	0	0	80	5
19	-4	7	95	5
20	-8	7	98	6
21	-2	14	94	16
22	-4	4	108	6
23	4	-5	92	2
24	-3	2	89	-1

The results go on:
entry	SMILES	MEX-5 binding	EBNA-1 inh	GLD-1 RNA inh	Fam108B inh	Efflux pump inh
25	COc1ccccc1N1C(C)=CC(=C(C#N)c2nc3ccccc3s2)C=C1C	-38*	-7	-6	12	0.1
26	O=C1CC(N2CCN(c3ccc(S(=O)(=O)N4CCCC4)cc3)CC2)C(=O)N1c1ccc(F)cc1 (stereo not drawn)	0.4	-7	-6	-1	0.2
27	COc1cccc(/C=N/n2c(-c3cc(C)[nH]n3)n[nH]c2=S)c1OC	-1.1	-3	-5	0	0.1
28	O=C(COc1ccc(Cl)cc1Cl)NCC(=O)N/N=C/c1c[nH]c2ccccc12	2.2	-7	-2	4	0.0
29	COc1ccccc1NC(=O)/C(=C/c1ccncc1)NC(=O)c1ccccc1	-3.0	-5	8	0	0.1
30	CNC(=O)NC(=O)CSc1ccc(NC(C)=O)cc1	x	10	3	0	0.0
31	Cc1cc(Cl)ccc1N(CC(=O)N=Nc1c(O)[nH]c2ccccc12)S(C)(=O)=O	-0.2	-8	9	-2	0.0
32	[O-][N+]12CC[N+]([O-])(CC1)c1ccccc12	0.8	1	0	1	0.0
33	Cc1ccc(C(=O)Nc2cc(Cl)ccc2-n2cncn2)o1	-7.9	-11	17	-1	0.0
34	Cc1nn(CC(=O)Nc2ccccc2)c(=O)c2ccccc12	-1.5	11	3	4	-0.1
35	CC(C)(C)c1cc(CCC(=O)NCCc2ccccn2)cc(C(C)(C)C)c1O	1.0	-1	2	4	-0.1
36	COc1ccc(NC(=O)CN2CCN(CC(=O)Nc3ccc(OC)cc3)CC2)cc1	-1.7	1	8	3	-0.1

entry	ZTA counter	MCL1-BIM inh	CR mimetic SO	BCLXL inh
25	1	-13	134	0
26	8	-2	112	4
27	-4	-6	102	-14
28	-26	15	98	7
29	-6	0	95	-1
30	-5	6	92	4
31	3	0	128	2
32	3	-5	107	5
33	-4	3	100	9
34	9	3	97	2
35	-7	-5	93	-1
36	-5	10	98	8

Remaining list, next part
entry	SMILES	MEX-5 binding	EBNA-1 inh	GLD-1 RNA inh	Fam108B inh	Efflux pump inh
37	CSc1nnc(NC(=O)c2ccc(S(=O)(=O)N3CCOCC3)cc2)s1	1.5	4	2	-3	-0.1
38	CN1CCN(C(=S)NC(=O)c2ccc(Br)cc2)CC1	1.4	-2	-5	2	0.1
39	CCOC(=O)C1CCN(c2ncnc3c2cnn3C)CC1	-1.2	-13	-6	-4	0.5
40	CN(C)S(=O)(=O)c1ccc(C(=O)OCC(=O)c2ccc(OC(F)F)cc2OC(F)F)cc1	2.8	3	13	2	0.0
41	COCCn1c(C)cc(C(=O)COC(=O)/C=C/c2cccc(OC)c2)c1C	-1.1	-9	0	4	-0.2
42	CCOC(=O)N1CCC(=NNC(N)=O)CC1	-4.1	-7	-2	-1	-0.1
43	O=C(CCc1nnc2n(Cc3ccc(Cl)cc3)c(=O)c3ccccc3n12)NCCCN1CCOCC1	-0.1	-1	2	2	-0.1
44	COc1ccc(N2CCN(C(=O)c3ccc4c(c3)NC(=O)C(CSCc3cccc(F)c3)N4)CC2)cc1 (stereo not drawn)	-0.2	-1	-20	-2	0.0
45	Cc1ccc2cc(CN(CC(C)C)C(=O)C3CCCO3)c(=O)[nH]c2c1 (stereo not drawn)	-0.3	-6	7	2	0.0
46	Cn1nc(-c2ccc(Cl)cc2)c2cc(C(=O)NCCCN3CCOCC3)sc21	0.4	0	1	-4	-0.2
47	Nc1c(N(CCC2=CCCCC2)C(=O)c2ccc([N+](=O)[O-])o2)c(=O)[nH]c(=O)n1Cc1ccccc1	2.4	2	14	-2	0.1
48	Cc1ccc(Cl)cc1NC(=S)Nn1cnnc1	-5.6	15	6	0	0.1

entry	ZTA counter	MCL1-BIM inh	CR mimetic SO	BCLXL inh
37	1	-4	95	-2
38	0	6	95	0
39	-7	-14	126	1
40	6	4	114	5
41	-24	0	110	2
42	3	-5	99	1
43	12	7	89	3
44	4	-19	99	-6
45	-25	6	106	1
46	7	2	87	1
47	4	-4	99	-1
48	2	6	84	2

An excerpt from above, showing only ZTA counter:
entry | compound | ZTA counter
43 | O=C(CCc1nnc2n(Cc3ccc(Cl)cc3)c(=O)c3ccccc3n12)NCCCN1CCOCC1 | 12
44 | COc1ccc(N2CCN(C(=O)c3ccc4c(c3)NC(=O)C(CSCc3cccc(F)c3)N4)CC2)cc1 (stereo not drawn) | 4
45 | Cc1ccc2cc(CN(CC(C)C)C(=O)C3CCCO3)c(=O)[nH]c2c1 (stereo not drawn) | -25
46 | Cn1nc(-c2ccc(Cl)cc2)c2cc(C(=O)NCCCN3CCOCC3)sc21 | 7

Remaining list, next part.
entry	SMILES	MEX-5 binding	EBNA-1 inh	GLD-1 RNA inh	Fam108B inh	Efflux pump inh
49	COc1ccc(-c2cc(C(=O)N/N=C(\C)c3cccnc3)c3cc(C)ccc3n2)cc1OC	0.6	0	8	-7	-0.1
50	CCCS/C(N)=N/N=C/c1cc(C)ccc1O	-1.9	-7	2	5	0.1
51	CCOc1cccc(C2C(C(=O)c3ccco3)=C(O)C(=O)N2c2nnc(C)s2)c1 (stereo not drawn)	x	x	50*	x	-0.2
52	CC(C)(C)C(=O)Nc1ccnn1C1CCN(C(=O)c2ccc(Cl)cc2F)CC1	2.4	3	0	2	0.3
53	COc1ccc(N2CCN(C3CCCN(Cc4ccc(F)c(F)c4)C3)CC2)cc1 (stereo not drawn)	2.8	-4	5	3	0.0
54	CC(C)(C)NC(=O)COC(=O)c1ccc(Cl)nc1	0.8	5	0	7	0.0
55	O=C(O)C1=C[C@@H](C2CCCCC2)C[C@@H](OCCCCO)O1	2.2	-3	4	1	0.0
56	Cc1ccc(C(C)C)c(OCC(O)CN2CCN(CCO)CC2)c1 (stereo not drawn)	-1.0	2	-1	3	0.0
57	COc1cc(CN2CCC(Cc3ccccc3)CC2)c([N+](=O)[O-])cc1OC	-2.8	-19	-1	-3	0.0
58	COc1ccccc1N1CCN(S(=O)(=O)c2ccc(-n3cnnn3)c(C)c2)CC1	0.4	-5	8	0	0.0
59	Cc1ccccc1NC(=O)Cn1c(O)c(N=NC(=O)c2ccccc2O)c2ccccc21	-3.3	-3	6	-14	0.4

entry	ZTA counter	MCL1-BIM inh	CR mimetic SO	BCLXL inh
49	-2	1	117	2
50	-2	0	93	1
51	9	34	133	43*
52	2	-3	96	-2
53	-18	5	98	4
54	14	1	83	3
55	-14	10	105	-1
56	6	3	105	0
57	-2	5	102	8
58	-8	4	110	1
59	-13	31	88	7
